Bioassay records as filed in PubChem BioAssay.
OX1R antag-1: OX1R (HCRTR1) antagonists, primary screen, fluorescence, CHO/OX1R cells, Fluo-8 calcium, orexin A | Orexin/Hypocretin receptor type 1 (Homo sapiens), O43613 | Fluo-8 calcium fluorescence | inhibition, % at 5 µM | hit rate 0.43% among 330,000 | AID 434989, 2010;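 active means inhibition above its plate's threshold, mean inhibition of all tested compounds on the plate plus 3 SD, cut at about 37% in these data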;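 further: 0% = orexin A challenge wells and 100% = SB-334867-A antagonist wells; not every result past the cut was called active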
Target sequence (O43613 whole entry, looked up): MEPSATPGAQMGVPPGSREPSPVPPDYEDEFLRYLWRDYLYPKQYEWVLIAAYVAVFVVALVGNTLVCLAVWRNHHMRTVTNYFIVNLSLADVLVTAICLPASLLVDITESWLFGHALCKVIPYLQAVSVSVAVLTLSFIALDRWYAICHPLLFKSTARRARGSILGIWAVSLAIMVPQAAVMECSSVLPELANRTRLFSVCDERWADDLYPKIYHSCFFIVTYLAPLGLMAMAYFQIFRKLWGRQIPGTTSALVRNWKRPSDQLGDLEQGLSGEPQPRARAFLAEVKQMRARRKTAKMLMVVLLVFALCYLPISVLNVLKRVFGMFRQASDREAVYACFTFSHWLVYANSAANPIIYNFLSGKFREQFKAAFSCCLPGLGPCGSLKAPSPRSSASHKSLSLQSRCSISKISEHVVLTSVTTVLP
OX1R antag-2: antagonists of human orexin 1 receptor (OX1R); hit rate 1.8% among 330,000; AID 485270, 2010; OX1R-expressing cells, FRET antagonist read-out; Orexin/Hypocretin receptor type 1 (Homo sapiens), O43613; inhibition, % at 6.6 µM; in the data active means inhibition mostly above about 38%, no sharp cut-off; inactive means mostly below about 40%;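 further: 0% = agonist challenge alone and 100% = reference antagonist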
Numbers without * were called inactive.

SMILES	OX1R antag-1	OX1R antag-2
Cc1c(NC(=O)CN2CCN(c3cccc(Cl)c3)CC2)c(=O)n(-c2ccccc2)n1C	-17	6
Cc1ccc(NC(=O)CN2C(=O)C(C)Oc3ccccc32)nc1 (stereo unspecified)	-26	6
COc1ccc2[nH]c3c(c2c1)CCN1C(=O)C(CC(=O)NCCC2=CCCCC2)C[C@H](C(=O)N2CCOCC2)[C@@]31CCC1CCCC1 (stereo partly specified)	-15	-1
O=C(Nc1nnc(COc2ccccc2)s1)Nc1ccccc1F	1	4
CCOC(=O)CCCNC(=O)CSc1nnc(-c2ccccc2)c(-c2ccccc2)n1	-33	32
CCn1c(C)nc2cc(S(=O)(=O)C(F)(F)C(F)C(F)(F)F)ccc21 (stereo unspecified)	6	15
CC1CCCC(NC(=O)COC(=O)c2ccc(Br)o2)C1C (stereo unspecified)	-10	1
CNC(=O)c1ccc(Oc2ccc(C(=O)NC)cc2)cc1	-7	9
C[C@H](CO)N1C[C@H](C)[C@@H](CN(C)S(=O)(=O)c2cn(C)cn2)Oc2ccc(NC(=O)C3CCCCC3)cc2C1=O	-4	-3
COc1ccccc1C1CCN(C(=O)c2ccco2)CC1	-6	8
O=C(NNc1nc(-c2ccccc2)cs1)c1ccccc1	-6	9
COc1cccc(/C=C2/SC(=O)N(CC(=O)N3CCc4ccccc4C3)C2=O)c1OCC(=O)O	-29	26
COc1cccc(S(=O)(=O)NCc2ccc(C(=O)Nc3ccc(C)cc3)cc2)c1	-13	-25
Cc1nc2ccccc2n1CCC(=O)Nc1cccc(F)c1	-19	8
COc1ccc2c(CC(=O)N3CCN(S(=O)(=O)c4cccs4)CC3)coc2c1	-14	0
Cc1n[nH]c(C)c1CCN(C)Cc1cn(C)nc1-c1ccccc1F	-20	5
Cc1ccc(Cl)cc1N1CCN(C(=O)CN(c2ccccc2)S(=O)(=O)N(C)C)CC1	-9	18
CC1(C)Oc2ccc(NC(=O)c3ccco3)cc2O1	-4	10
CCOc1ccc(Oc2ccc(S(=O)(=O)N3CCOCC3)cc2N)cc1	-19	8
COCCN(Cc1cc2cc(C)ccc2nc1Cl)C(=O)Nc1ccccc1OC	-51	9
Cc1ccc(S(=O)(=O)N2CCC(C(=O)NCCCN3CCCC3=O)CC2)cc1	-4	6
CCN(CC)N=Nc1ccc(S(=O)(=O)Nc2c(C)n(C)n(-c3ccccc3)c2=O)cc1	-21	10
COc1ccc(OCc2cn3c(C)cc(C)nc3n2)cc1	-11	8
COc1cc(SC)ccc1C(=O)N1CC(C)OC(C)C1 (stereo unspecified)	-12	12
CC(C)CCn1c(O)c(N=NC(=O)c2ccco2)c2ccccc21	-42	11

Among those listed so far, these have an aryl thioether with sulfur outside any ring:
SMILES	OX1R antag-1	OX1R antag-2
CCOC(=O)CCCNC(=O)CSc1nnc(-c2ccccc2)c(-c2ccccc2)n1	-33	32
COc1cc(SC)ccc1C(=O)N1CC(C)OC(C)C1 (stereo unspecified)	-12	12

Continuation.
SMILES	OX1R antag-1	OX1R antag-2
Cc1ccc(NC(=O)CN(C)Cc2cc(=O)n3ccsc3n2)cc1	-7	4
COc1ccc(NC(=O)/C=C/c2ccccc2)c([N+](=O)[O-])c1	-15	27
COc1cccc2cc(-c3csc(CCn4nc(C)cc4C)n3)c(=O)oc12	-7	65
COc1ccc(-n2c(CCC(=O)O)ccc2-c2ccc(F)cc2)c(OC)c1	-26	1
NS(=O)(=O)c1ccc(NC(=O)CSc2nnc(Cc3cccs3)n2-c2ccccc2)cc1	-17	17
CCc1ccc(/C=C2\SC(N3CCOCC3)=NC2=O)cc1	5	30
CCSC1=NCCN1C(=O)Cc1ccc(-c2ccccc2)cc1	-9	22
COc1cc(/C=N/Nc2ccccc2)ccc1O	-27	13
Cc1onc(-c2c(Cl)cccc2Cl)c1C(=O)N1CCCc2ccccc21	33	55*
S=c1[nH]nc(COc2ccc(Cl)cc2)n1-c1ccccc1	-2	11
O=C(c1cccc(F)c1)N1CCN(c2cc(N3CCCCC3)c(F)cc2[N+](=O)[O-])CC1	-31	-1
Cc1ccc(C2c3c(oc4ccccc4c3=O)C(=O)N2c2nncs2)cc1 (stereo unspecified)	-13	38
Cc1cc(C)c2c(=O)[nH]n(C(C)C)c2n1	-12	22
CC(NC(=O)Cn1cc(Br)c([N+](=O)[O-])n1)c1ccccc1 (stereo unspecified)	-2	19
Cc1noc(C)c1NC(=O)N(C)C[C@H]1Oc2c(NC(=O)Nc3ccc(C(F)(F)F)cc3)cccc2C(=O)N([C@H](C)CO)C[C@@H]1C	-16	7
COC(=O)C(C)(C)ONC(=O)Nc1ccc(C)cc1	-3	7
Cc1nnn(C23CC4CC(CC(CC(=O)Nc5ccc(C)c(Cl)c5)(C4)C2)C3)n1	-17	19
CC(C)CN1CCCC(N2CCN(c3cccc(Cl)c3)CC2)C1 (stereo unspecified)	-42	7
O=C(NCC(=O)N(c1cccnc1)C(C(=O)NC1CCCC1)c1ccco1)c1cccs1 (stereo unspecified)	-1	10
COc1ccc(CCNC(=O)c2ccc(=O)[nH]c2)cc1	-27	22
CCOC(=O)c1ccc(S(=O)(=O)N2CC(=O)Nc3ccccc32)cc1	-18	33
CC(C)(C)C1CCc2c(sc(NC(=O)c3ccncc3)c2C(N)=O)C1 (stereo unspecified)	-21	5
COc1ccccc1NC(=S)NC(=O)C(C)(C)C	10	10
CCOC(=O)c1cc(C(=O)Nc2sc3c(c2C#N)CCCC3)nn1C	-23	12
Cc1cccc(N2CC(C(=O)NCC3COc4ccccc4O3)CC2=O)c1C (stereo unspecified)	-24	8
The list goes on.
SMILES	OX1R antag-1	OX1R antag-2
O=S(=O)(NCc1cn2ccsc2n1)c1ccc(Oc2ccccc2)cc1	26	68
Cc1cc(C)cc(NC(=O)CSc2nnc(NC(=O)C3CC3)s2)c1	-15	12
Cc1oc(S(=O)(=O)N2CCCCC2)cc1NC(=O)Nc1ccc(Cl)cc1	3	13
COc1cccc(CN(C)C(=O)CCN=C2NS(=O)(=O)c3ccccc32)c1OC	-12	8
OC[C@H]1OC(O)C[C@@H](O)[C@@H]1O (stereo partly specified)	4	12
CC(C)OC(=O)NS(=O)(=O)c1cccc([N+](=O)[O-])c1	6	28
CC(=O)Nc1ccccc1C(=O)N1CC2(C)CC1CC(C)(C)C2 (stereo unspecified)	-29	16
CCOC(=O)c1cnc2nc(C(F)(F)F)[nH]n2c1=O	-12	4
CCOc1ccc(/C=C/C(=O)N(CC)CC(=O)Nc2ccc3c(c2)OCCO3)cc1OCC	-28	27
O=C(CS(=O)Cc1ccccc1Cl)Nc1ccccc1Cl (stereo unspecified)	-14	6
Cn1nccc1C(=O)N1CCN(c2ccc(F)cc2)CC1	-9	2
Cc1cc(C)c(O)c(C2(O)C(=O)c3ccccc3C2=O)c1	-21	12
COC(=O)c1cc(-c2ccc(OC)cc2F)nc2nc(SC)[nH]c(=O)c12	-23	8
Cc1ccsc1C(=O)NCCc1nnc2ccccn12	3	2
COC(C(=O)NCc1ccccc1C)c1ccccc1 (stereo unspecified)	-2	-3
N/C(CCN1CCCCC1)=N/O	-1	8
COC(=O)c1cc(Br)c(=O)n(-c2cc(C)on2)c1	-10	25
Cn1c(SCc2ccc(C#N)cc2)nnc1-c1ccccc1	-19	9
COc1cc(C=C2C(=O)c3ccccc3C2=O)cc(OC)c1	-29	20
COC(=O)CCC(=O)OC1(C)C(=O)C2=CN(CC3CC3)C(c3ccc(OC)cc3)=CC2=C(Br)C1=O (stereo unspecified)	-17	30
CCC1=Nc2ccc(Br)cc2C(c2ccccc2)N1CC(=O)OC (stereo unspecified)	-13	16
COc1ccc(/C=C2\CCC/C(=C\C=N\N(C)C)C2=O)cc1	-9	21
CCC1=NC(c2ccccc2OC)N(O)C1(C)C (stereo unspecified)	12	15
CC(=O)c1cc(C#N)c(N2CC(C)OC(C)C2)nc1C (stereo unspecified)	-25	12
Cc1ccc(NC(=O)C(C)NS(=O)(=O)c2ccc(F)cc2)cc1C (stereo unspecified)	-24	25
Next compounds:
SMILES	OX1R antag-1	OX1R antag-2
COc1ccc(C(=O)Nc2cc(OCc3ccccc3)c(Cl)cc2Cl)cc1	-21	7
CCn1c(SCC(=O)Nc2nc(C)c(C)s2)nnc1-c1cccs1	-21	24
CC1CCc2c(sc3c2C2=NS(=O)(=O)CCN2C=N3)C1 (stereo unspecified)	3	0
CCOC(=O)N1CCN(C(=O)c2cccc(NC3=NC4CS(=O)(=O)CC4S3)c2)CC1 (stereo unspecified)	-8	4
O=C1OC(NC(=O)c2ccccc2)C(n2cc(CO)nn2)=C1Cl (stereo unspecified)	12	12
N=c1c(C(=O)NCc2ccc(F)cc2)cc2c(=O)n3ccccc3nc2n1CC1CCCO1 (stereo unspecified)	-24	72*
COC(=O)c1c(-c2ccncc2)csc1NC(=O)c1ccoc1C	-38	19
CC(=O)Nc1ccc(NS(=O)(=O)c2cc(-c3cnc(C4CC4)o3)ccc2C)cc1	-25	11
COC(=O)COc1ccc(S(=O)(=O)N2CCCCCC2)cc1C	-7	21
CCCNC(=O)/C=C/c1ccc(C(C)C)cc1	-1	20
O=C1c2ccc3c4c(ccc(c24)C(=O)N1c1cccc(O)c1)C(=O)N(c1cccc(O)c1)C3=O	-11	40
O=C(OCc1ccc2c(c1)OCO2)c1cccc(S(=O)(=O)N2CCCCC2)c1	-8	-1
Cc1cc(C)cc(NC(=S)N(Cc2ccc(Cl)cc2)Cc2ccc(C(=O)O)cc2)c1	5	28
COc1ccc(C(=S)N2CCOCC2)cc1OC(=O)c1cc([N+](=O)[O-])c(C)c([N+](=O)[O-])c1	5	56
CCOc1cc(CNn2c(C)nnc2SCC(=O)NC(C)(C)C)ccc1OCC(=O)NC(C)(C)C	1	20
Fc1cccc(NC(=S)NCC(c2cccnc2)N2CCOCC2)c1 (stereo unspecified)	-8	22
Cn1cccc1/C=N/NC(=O)c1ccco1	-11	12
Cc1cccc(NC(=O)NCC2CCN(c3ccc(S(=O)(=O)N4CCOCC4)cc3)CC2)c1	-24	12
CC(C)(C)CN1CCNC(=O)C1CC(=O)NCCc1ccccc1C(F)(F)F (stereo unspecified)	-16	9
O=C(COc1cccnc1[N+](=O)[O-])Nc1ccc2c(c1)CCC2	-17	31
Cc1sc(NC(=O)CN2CCOCC2)c(C#N)c1C	-23	-7
Cc1cc(OC(C)C(=O)NCCCN2CCOCC2)ccc1Cl (stereo unspecified)	-8	18

Structures shown so far that contain a COOH group (3):
SMILES	OX1R antag-1	OX1R antag-2
COc1cccc(/C=C2/SC(=O)N(CC(=O)N3CCc4ccccc4C3)C2=O)c1OCC(=O)O	-29	26
COc1ccc(-n2c(CCC(=O)O)ccc2-c2ccc(F)cc2)c(OC)c1	-26	1
Cc1cc(C)cc(NC(=S)N(Cc2ccc(Cl)cc2)Cc2ccc(C(=O)O)cc2)c1	5	28

Structural class, the entries above containing bromine
SMILES	OX1R antag-1	OX1R antag-2
CC1CCCC(NC(=O)COC(=O)c2ccc(Br)o2)C1C (stereo unspecified)	-10	1
CC(NC(=O)Cn1cc(Br)c([N+](=O)[O-])n1)c1ccccc1 (stereo unspecified)	-2	19
COC(=O)c1cc(Br)c(=O)n(-c2cc(C)on2)c1	-10	25
COC(=O)CCC(=O)OC1(C)C(=O)C2=CN(CC3CC3)C(c3ccc(OC)cc3)=CC2=C(Br)C1=O (stereo unspecified)	-17	30
CCC1=Nc2ccc(Br)cc2C(c2ccccc2)N1CC(=O)OC (stereo unspecified)	-13	16
